# Assay outcomes as filed in PubChem BioAssay.
# BAZ2B inh: qHTS Assay for Inhibitors of BAZ2B; AlphaScreen BAZ2B-H3K14Ac peptide displacement; Potency, µM (highest dose often 114 µM), without a hit: at the top dose activity change, negative = inhibition, hits mostly inhibitors; 360,000 tested, 4.4% active; AID 504333, 2011; further: on the % scale 0 is the no-effect control and ±100 the full control effect; nearly all actives have a fitted effect of over 60% in size
#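 Complex of BAZ2B and biotin-H3K14Ac (50 nM apiece) forms over 30 min at RT, then faces library compounds up to 110 uM for another 30 min; AlphaScreen beads added, 20 min dark incubation, luminescence read.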
# POLI inh: qHTS for Inhibitors of Polymerase Iota; Pol iota fluorescent replication assay, 10 min; Potency, µM (titrated, usually from 115 µM), for inactives: at the highest dose activity, negative = inhibition, actives largely listed as inhibitors; 390,000 tested, 1% active
#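 Fluorescent replication assay read twice, at 0 min and 10 min after adding 50 nM (final) substrate. Enzyme (10 nM) and compounds were first incubated 15 min at room temperature; enzyme-free buffer wells were negative controls.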
# BLM inh: qHTS Assay for Inhibitors of Bloom's syndrome helicase (BLM); RecQ-like DNA helicase BLM (Homo sapiens), P54132; recombinant BLM DNA unwinding, fluorescence dequenching; AID 2528, 2010; Potency, µM (highest dose often 56.1 µM), for the others: at the top dose activity change, negative = inhibition, hits mostly inhibitors; 350,000 tested, 0.2% active;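 further: plate controls were vehicle for no effect and no enzyme for full effect; nearly all actives have a fitted effect of over 35% in size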
# GLS inhibitor: qHTS for Inhibitors of Glutaminase (GLS). GLS enzymatic activity, qHTS titration. 410,000 tested, 0.21% active. Potency, µM (top dose mostly 45.5 µM), inactives show at the top dose activity change, negative = inhibition, usual class: inhibitors; further: on the % scale 0 is the no-effect control and ±100 the full control effect
#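 Two-point fluorescence kinetic (t0, 30 min RT) for hKGA; glutamate detected via glutamate oxidase–HRP–Amplex Red. Substrate: 1 mM L-glutamine solution; buffer 45 mM KH2PO4, pH 8.2.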
# Tb PGK inh: qHTS Assay to Find Inhibitors of Phosphoglycerate Kinase; Phosphoglycerate kinase, glycosomal (Trypanosoma brucei brucei), P07378; PGK/GAPDH coupled, Kinase-Glo luminescence, 60 min; Potency, µM (top dose mostly 57.5 µM), for inactives: top-dose activity change, negative = inhibition, usual class: inhibitors; 380,000 tested, 0.043% active; AID 602233, 2012; further: on the % scale 0 is the no-effect control and ±100 the full control effect; nearly all actives have a fitted effect of over 60% in size
# Target sequence (P07378 whole entry, looked up): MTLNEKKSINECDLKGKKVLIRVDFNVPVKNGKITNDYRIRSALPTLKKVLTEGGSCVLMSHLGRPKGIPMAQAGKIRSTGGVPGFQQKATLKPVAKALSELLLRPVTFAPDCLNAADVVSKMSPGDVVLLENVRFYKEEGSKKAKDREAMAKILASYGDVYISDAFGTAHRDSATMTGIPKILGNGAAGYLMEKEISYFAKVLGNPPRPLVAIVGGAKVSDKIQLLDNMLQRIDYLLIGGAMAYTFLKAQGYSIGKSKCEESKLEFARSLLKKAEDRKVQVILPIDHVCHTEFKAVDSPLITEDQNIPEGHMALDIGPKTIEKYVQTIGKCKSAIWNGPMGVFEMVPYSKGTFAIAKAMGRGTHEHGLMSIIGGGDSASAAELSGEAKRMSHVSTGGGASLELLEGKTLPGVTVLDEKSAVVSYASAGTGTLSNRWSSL
#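 Luminescent ATP detection (Kinase-Glo Plus) follows a 60-minute room-temperature incubation, with wells lacking PGK as controls. Buffer: 100 mM TEA (pH 7.6), 5 mM MgCl2, 0.01% Tween-20. Coupling enzyme GAPDH (100 nM final) supplies unstable 1,3-BPG in-well.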
# Pin1 inh: qHTS Assay to Find Inhibitors of Pin1 | Pin1 FP peptide displacement, HiFluor488, 10 min | 390,000 tested, 0.009% active | Peptidyl-prolyl cis-trans isomerase NIMA-interacting 1 (Homo sapiens), Q13526 | Potency, µM (highest dose often 115 µM), for the others: at the top dose activity, negative = inhibition, hits mostly inhibitors; active means well fitted inhibition curve with a large enough effect in the polarisation, with a control signal flat, not every such curve was filed as active; inconclusive means small, poorly fitted or top-dose-only effect, or effect the other way, or a change in a side signal; inactive means no such curve, though single readings can be large or run the other way; the % refers to the polarisation; further: on the % scale 0 is the no-effect control and ±100 the full control effect
# Target sequence (Q13526 whole entry, looked up): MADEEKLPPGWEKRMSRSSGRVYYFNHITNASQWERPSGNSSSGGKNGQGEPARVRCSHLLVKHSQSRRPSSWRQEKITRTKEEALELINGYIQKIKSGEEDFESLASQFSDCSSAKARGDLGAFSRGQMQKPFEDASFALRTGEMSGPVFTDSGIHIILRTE
# HP1b chromo inh: HTS for Inhibitors of HP1-beta Chromodomain Interactions with Methylated Histone Tails. AlphaScreen HP1-beta / biotin-H3K9me3 peptide binding. 390,000 tested, 0.56% active. Potency, µM (doses to about 114 µM), inactives show at the highest dose activity change, negative = inhibition, actives largely listed as inhibitors. Chromobox protein homolog 1 (Homo sapiens), P83916. AID 540317, 2011; further: nearly all actives have a fitted effect of over 70% in size; inactives centre near 23
# Target sequence (P83916 whole entry, looked up): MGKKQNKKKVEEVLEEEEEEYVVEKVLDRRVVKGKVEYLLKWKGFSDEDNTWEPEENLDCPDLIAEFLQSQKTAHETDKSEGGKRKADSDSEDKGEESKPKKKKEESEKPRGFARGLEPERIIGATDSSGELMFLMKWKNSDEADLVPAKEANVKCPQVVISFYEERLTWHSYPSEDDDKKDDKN
#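 HP1-beta protein (50 nM final) preincubated 30 min at room temperature with biotinylated H3(1-18)K9me3 peptide (50 nM) in PBS pH 7.4, 0.01% Tween-20, then compound added for 30 min. AlphaScreen streptavidin donor/nickel chelate acceptor beads (10 ug/mL final), 30 min dark, luminescence read.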
# G9a block: qHTS Assay for Inhibitors of Histone Lysine Methyltransferase G9a. Histone-lysine N-methyltransferase EHMT2 (Homo sapiens), Q96KQ7. G9a H3K9 monomethylation, AlphaScreen, 2 h. Potency, µM (titrated, usually from 102 µM), without a hit: at the top dose activity, negative = inhibition, actives largely listed as inhibitors. 350,000 tested, 8.8% active. AID 504332, 2011; further: on the % scale 0 is the no-effect control and ±100 the full control effect; nearly all actives have a fitted effect of over 75% in size
# Target sequence (Q96KQ7 913-1193 limits assumed): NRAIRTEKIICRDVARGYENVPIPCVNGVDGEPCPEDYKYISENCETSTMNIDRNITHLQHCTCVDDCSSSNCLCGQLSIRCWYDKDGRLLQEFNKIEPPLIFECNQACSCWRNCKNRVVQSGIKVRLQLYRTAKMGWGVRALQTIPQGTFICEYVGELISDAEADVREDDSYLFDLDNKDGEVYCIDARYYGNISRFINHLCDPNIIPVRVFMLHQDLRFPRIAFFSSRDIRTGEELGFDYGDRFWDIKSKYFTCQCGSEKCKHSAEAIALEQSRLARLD
#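 AlphaScreen read-out: biotin-H3K9 peptide (500 nM) methylation by 20 nM enzyme with 20 uM SAM, 2 h at room temperature after 15 min compound preincubation; anti-monomethyl H3K9 antibody plus donor/acceptor beads, 10 min dark.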
# JMJD2A Tudor inh: qHTS Assay for Inhibitors of JMJD2A-Tudor Domain; Lysine-specific demethylase 4A (Homo sapiens), O75164; AlphaScreen JMJD2A-Tudor / H3K4me3 peptide binding; Potency, µM (top dose mostly 114 µM), for the others: top-dose activity change, negative = inhibition, most hits filed as inhibitors; 390,000 tested, 4.4% active; AID 504339, 2011; further: on the % scale 0 is the no-effect control and ±100 the full control effect; nearly all actives have a fitted effect of over 50% in size
# * hit, by the source's call; i = inactive; ? = inconclusive; . = not tested or not shown; & = joins results of further samples; ! = a repeat was not active; [ ] = remark or other dose. Unless noted, the call rests on the fitted dose curve; in most records, active means well fitted curve in the direction sought with a large enough effect; inconclusive means small, poorly fitted or top-dose-only effect, or another doubt; inactive means no such curve, though single readings can be large; an effect the other way counts as inactive or inconclusive. Potency means the concentration at half of the fitted maximal effect. An excerpt, so the mix of outcomes need not match the whole.
# Value order – GLS inhibitor, HP1b chromo inh, POLI inh, BLM inh, JMJD2A Tudor inh, BAZ2B inh, Pin1 inh, Tb PGK inh, G9a block
O=C(NC(=S)N1C[C@H]2C[C@H](C1)c1cccc(=O)n1C2)c1ccc(Cl)cc1Cl
  8.7%, -3.8%, 35.5%[activator], 4.0%, -24.5%, -2.6%, -4.4%, -0.6%, 39.8µM*
O=C1N[C@H](Cc2ccccc2)C(=O)N2[C@@H]3[C@H](C[C@@H]12)c1ccccc1N3OOSc1ccccc1
  11.0%, 22.9%, 0.2%, ., -20.7%, ., 4.7%, 6.7%, .
Cc1nn(-c2ccccc2)c2c1CC1(C(=O)N(C)C(=O)N(C)C1=O)C1CCCCN21 (stereo not drawn)
  21.9%, 24.6%, -1.7%, -2.8%, -2.6%, 1.4%, 4.8%, 1.6%, ?
CN1CCN(C(=O)COc2ccc(C(C)(C)C)cc2Br)CC1
  -2.3%, 52.4%[activator], -10.7%, 3.4%, -1.7%, 3.0%, -2.7%, 7.4%, -8.3%
Cc1cccc(N2CCc3c2nc2ccccc2c3N)c1
  14.6%&10.7%, ?, -14.7%&12.9%, -10.0%&-0.8%, 3.16µM*!, ?, -9.1%&-2.2%, -11.3%&-2.5%, ?
COc1ccc(Cn2c(O)c(C=Nc3c(C)n(C)n(-c4ccccc4)c3=O)c(=O)[nH]c2=O)cc1
  1.7%, 25.7%, 1.2%, 2.4%, -19.7%, ?, -3.1%, -1.5%, -6.5%
CC(=O)Nc1ccccc1C(=O)OCc1cccc(F)c1
  -9.6%, 40.9%[activator], -8.8%, -5.8%, 18.2%, 20.0%, -5.0%, i, 51.7%[activator]
O=C1C=CC2C3C(=O)N(c4ccccc4)C(=O)C3C1N2Cc1ccccc1 (stereo not drawn)
  -4.2%, 43.5%[activator], ?, ., -3.5%, ., 15.6%, -3.8%, .
CNC(=S)N(C)CCc1cc2c(c(OC)c1/C=C1/C(=O)NC(=O)N(C)C1=O)OCO2
  3.2%, 50.1%[activator], 5.3%, 1.1%, -2.3%, -1.6%, 7.9%, 9.0%, -30.7%
CC1CCCC(C)N1/N=C/c1c[nH]c2ccc(Br)cc12 (stereo not drawn)
  -3.2%, 8.2%, 1.0%, -2.5%, -33.9%, -31.7%, -6.1%, -3.5%, -8.5%[59 µM]
Nc1ncc([N+](=O)[O-])s1
  8.8%, -12.7%, 6.4%, ., -27.6%, 5.2%, -1.0%, -10.9%, -1.9%[0.501 µM]
CCC1(Cc2ccccc2)C(=O)NC(=S)N(C)C1=O (stereo not drawn)
  -6.8%, 10.8%, -11.1%, ., 2.1%, ., -14.6%, -3.5%, .
COC(=O)c1cccc(N=Cc2c(O)n(Cc3ccc(F)cc3)c(=O)[nH]c2=O)c1
  1.5%, 20.0%, 39.6%[activator], -0.8%, -5.6%, -21.2%, 59.4%[activator], 3.9%, -29.3%
COC(=O)C1=C(c2ccc(F)cc2OCc2ccccc2)C[C@@H]2CC[C@H]1N2C(=O)NCCCOC(C)C
  12.9%, 14.3%, -19.7%, ., -17.6%, 9.0%, -2.5%, -0.3%, 2.9%[0.501 µM]
Cn1c(O)c(Cc2cccc(Cl)c2Cl)c(=O)n(C)c1=O
  8.1%, 33.7%, 5.4%, -3.9%, 3.0%, 6.6%, -3.3%, -0.5%, -10.6%
CC(C)(C)NCC(O)c1cc(Cl)c(N)c(Cl)c1 (stereo not drawn)
  -7.2%&-16.7%, 45.1%[activator], -5.3%, -3.3%&6.6%&7.3%&3.9%, -5.8%, 1.4%, 12.4%, i, 28.7%[59 µM]
COC1=CC=C2[C@H]3Cc4ccc(OC)c5c4[C@@]2(CCN3C)C1O5 (stereo partly drawn)
  4.5%, 27.6%, 44.8%[activator], ., -11.0%, ., -11.2%, -10.1%, .
Cc1ncc(CN2CCCC(C(=O)c3sccc3C)C2)s1 (stereo not drawn)
  -8.4%, 38.5%, 25.1%, -3.7%, -11.0%, -9.6%, 9.4%, -6.5%, .
Cc1cccc(-n2c(/C=C/c3ccccn3)nc3ccccc3c2=O)c1
  -8.6%, 38.9%, 39.3%[activator], 0.1%, -7.0%, -15.1%, -3.0%, 3.3%, .
O=S1(=O)CC2(N3CCOCC3)CCCCC21 (stereo not drawn)
  -1.9%, 19.3%, 18.6%, -0.3%, -2.9%, -3.4%, -6.5%, 1.1%, -11.5%[59 µM]
COc1ccc(SCC2CN(C)CCC2c2ccc(F)cc2)cc1 (stereo not drawn)
  2.1%, 30.7%, ?, ., -34.2%, ., 3.4%, 7.9%, .
Cc1ccc(/C=C2/C(=O)NC(=O)N(C)C2=O)cc1
  0.3%, 20.3%, 58.8%[activator], -1.9%, -14.4%, -33.3%, 0.5%, -2.5%, -26.5%[59 µM]
CCOC(=O)C1SC2(C(F)(F)C(F)F)CC1(O)c1c(c(OC)c3occc3c1OC)O2 (stereo not drawn)
  3.8%, 7.9%, -4.8%, -11.0%, -23.3%, 5.3%, -0.5%, ., -5.5%[59 µM]
CN(C)CCc1nn[nH]n1
  0.2%, -2.5%, 13.8%, 1.0%, ?, -1.9%, 1.4%, 3.4%, ?
CN(C)CCN(C(=O)COc1ccc(Cl)cc1)c1nc2cc3c(cc2s1)OCO3
  6.9%, 9.3%, -5.0%, -11.2%, -15.8%, -11.8%, -6.1%, -5.3%, -12.8%[59 µM]
CC(=O)c1ccc(OC(=O)N2CCOCC2)cc1
  -4.6%, 60.0%[activator], 57.7%[activator], -29.1%, -14.5%, -1.2%, 2.3%, -9.2%, .
COc1cc(C)c(-c2nc(CN3C[C@@H]4C[C@@H](C3)c3cccc(=O)n3C4)c(C)o2)cc1C
  16.3%, 18.4%, 81.1%[activator], -2.9%, -17.5%, -28.0%, -2.5%, 3.1%, ?
Cc1cccc(C(=O)Nc2ccc3c(c2)CC2(C(=O)N(C)C(=O)N(C)C2=O)C2CCCN32)c1 (stereo not drawn)
  -0.7%, 39.5%[activator], 27.6%, -1.9%, -21.3%, -16.3%, ?, -8.3%, 28.2µM*
CC/C(=N\Nc1ccccc1)c1c(O)n(-c2ccc(OC)cc2)c(=O)[nH]c1=O
  10µM*, 12.4%, 137.1%[activator], -2.7%, -14.2%, -20.2%, 0.1%, -11.0%, 39.8µM*
O=C(NC(Oc1ccccc1)C(Cl)(Cl)Cl)c1ccccc1 (stereo not drawn)
  -7.4%, 32.7%, 11.7%, -0.3%, 2.1%, 3.5%, -11.0%, 3.6%, -3.9%[59 µM]
Nc1cccc2c1Cc1cc([N+](=O)[O-])ccc1-2
  -1.0%, 16.3%, 42.2%[activator], ., 2.7%, ., 6.7%, 2.2%, .
N#CCCCCC#N
  4.0%, 26.1%, 4.1%, ., -8.2%, ., 5.9%, 3.8%, .
C[C@]12CCC(=O)C=C1CCC1C2CC[C@@]2(C)C1CC[C@@H]2O (stereo partly drawn)
  -9.7%, 18.3%, 61.8%[activator], ., -20.7%, ., ?, 7.7%, .
CN1C2CCC1CC(OC(=O)c1ccc(Cl)cc1)(C(=O)O)C2 (stereo not drawn)
  -2.3%, 40.0%, -6.5%, 0.1%, -5.1%, 0.1%, -4.5%, 0.0%, -6.0%[59 µM]
CCCCCC[N+](=O)[O-]
  -5.6%, 26.2%, -3.3%, ., -22.8%, -0.4%, -2.4%, -1.9%, -1.2%[0.501 µM]
CCCc1nc2ccccc2c(=O)n1-c1ccccc1OC
  7.3%, 48.8%, 7.7%, -1.2%, -2.7%, -3.5%, -6.1%, -6.2%, 19.7%[59 µM]
O=C1NC(=O)C(CCc2ccccn2)(Cc2ccc3c(c2)OCO3)C(=O)N1CCc1ccccc1 (stereo not drawn)
  0.4%, 19.9%, 1.5%, -3.7%, -35.6%, -13.5%, -11.6%, 6.5%, -26.6%
N#Cc1cccc(NC(=O)c2sc3nc4c(cc3c2N)N2CCC4CC2)c1
  7.9%, 57.0%[activator], 1.5%, 2.4%, 17.1%, 5.1%, -2.9%, -1.4%, 1.0%[59 µM]
CC12CCC(=O)C=C1CC(O)C1C2CCC2(C)C1CCC2(C)O (stereo not drawn)
  7.6%, 9.8%[57 µM], 15.0%, ., -13.8%, ., -7.4%, -4.9%, .
COC(=O)C1=C(c2cc3ccccc3s2)C[C@@H]2CC[C@H]1N2C(=O)NC1CC1
  7.2%, 14.5%, -6.9%, ., -18.0%, ., -12.5%, 0.6%, .
COc1ccc(C(=O)C2(C)N(O)C(C)C(c3cccs3)=[N+]2[O-])cc1 (stereo not drawn)
  27.8%, 19.3%, 9.3%, -0.2%, -17.6%, -1.8%, -4.3%, -5.1%, 8.1%[59 µM]
CN1CC[C@]23c4c5ccc(O)c4OC2C(O)C=CC3[C@H]1C5 (stereo partly drawn)
  54.0%[activator], 15.9%, 25.7%, ., -19.3%, ., -0.6%, -2.8%, .
CCC(C)(C)c1ccc(O)cc1
  4.9%&-0.9%, 24.8%, 3.7%, 2.0%, -13.1%, -5.8%, 40.4%[activator], 3.7%, 1.0%[0.501 µM]
Cc1cc(NC(=O)c2cccn(Cc3cccc(Cl)c3)c2=O)no1
  -6.1%, 20.6%[57 µM], 18.7%, -1.8%, -14.2%, 5.7%, -0.6%, -8.4%, 6.4%[59 µM]
O=C1NC(=O)C(=Cc2ccccc2Oc2ccc(F)cc2)C(=O)N1
  -11.4%, 42.4%, 110.8%[activator], -9.7%, -1.9%, 16.3%, -8.5%, -8.5%, 10µM*
